Compound activity deposited in PubChem by several laboratories.
Peg3 promoter = Peg3 promoter activity inhibition | HeLa PEG-Prom luciferase reporter, luminescence, overnight | inhibition, % at 20 µM | 1.7% of 360,000 active;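 active = inhibition of at least 50% at 20 µM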
Shn3 3UTR inh = reduces Shn3 3'UTR luciferase signal in osteoblasts | Clone20 osteoblast Shn3 3'UTR firefly luciferase, 24 h | inhibition, % at 12.5 µM | 0.52% of 360,000 active;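 active = mean inhibition of at least 75% with every replicate also reaching 75%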;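 also: 0% = median of neutral control wells and 100% = pilot-screen positive control compound; some compounds past the cut are filed as inactive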
TRPM1 prom inh = reduces MITF-dependent TRPM1 promoter luciferase signal. SK-MEL-5 TRPM1 promoter luciferase, 24 h. inhibition, % at 12.5 µM. 0.83% of 330,000 active. AID 488899;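 active = mean inhibition across replicates of 60% or more, whatever share of single replicates reaches that level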; also: values of inactives mirror those of a sister screen read the other way
CF NFkB block = inhibitors of cystic fibrosis induced NF-kB; KKLEB NF-kB-GFP reporter, PAF-induced, GFP fluorescence overnight; inhibition, % at 5 µM; 0.86% of 360,000 active; AID 588850;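 active = at least 50% inhibition at 5 µM, scaled per plate between neutral and stimulator controls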;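 also: PAF is a Pseudomonas aeruginosa culture filtrate used as stimulus; plate controls were PAF-stimulated DMSO wells for no effect and unstimulated DMSO wells for full effect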
aDG glyco act = increases alpha dystroglycan glycosylation | Pro5-aDG cells, alpha-DG glycosylation AlphaScreen (IIH6); 0% Pro5, 100% B10-LARGE cell signal | activation, % at 10 µM | AID 624168 | 0.22% of 360,000 active;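 active = activation of at least 8% versus controls, or a plate z-score of at least 8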;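 also: Pro5 are CHO cells carrying HIG-tagged alpha-DG that lacks glycosylation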
TWEAK Fn14 block = inhibitors of TWEAK-Fn14 interaction signaling; inhibition, % at 10 µM; TWEAK-stimulated Fn14 reporter cells, luciferase luminescence, 8 h; 2% of 360,000 active; in the data active = inhibition above about 50%
NR2E3 ag-1 = NR2E3 (human) agonism | Q9Y5X4 | AID 2300 | 0.12% of 320,000 active | inhibition of corepressor binding, % at 4.78 µM | GST-NR2E3/biotin-RetCOR TR-FRET, 1536-well;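 active = percent inhibition above the cutoff of mean plus 3 SD of all tested compounds, set per screening campaign, cut at about 20% in these data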;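 also: 0% = DMSO wells and 100% = biotin wells as full block of FRET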
Target sequence (Q9Y5X4 whole entry, looked up): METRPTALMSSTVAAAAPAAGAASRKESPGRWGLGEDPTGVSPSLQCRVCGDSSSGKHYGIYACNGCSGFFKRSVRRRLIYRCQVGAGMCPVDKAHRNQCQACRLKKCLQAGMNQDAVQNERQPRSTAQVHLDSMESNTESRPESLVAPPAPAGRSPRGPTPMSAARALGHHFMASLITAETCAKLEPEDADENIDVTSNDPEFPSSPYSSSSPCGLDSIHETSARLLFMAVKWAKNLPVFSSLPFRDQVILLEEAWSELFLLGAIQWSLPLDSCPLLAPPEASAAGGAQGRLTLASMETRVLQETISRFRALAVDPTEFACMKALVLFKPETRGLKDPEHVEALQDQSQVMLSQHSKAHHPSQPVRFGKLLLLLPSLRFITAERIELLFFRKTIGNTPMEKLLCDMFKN
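Material – GST-tagged NR2E3 plus biotinylated RetCOR corepressor · Quantity – NR2E3 fusion 1.35 nM · Times – 5 h incubation at 4 °C · Medium – pH 7.5 Tris-based buffer · Technique – TR-FRET, Eu(K)-anti-GST donor, streptavidin-D2 acceptor, ex 340, em 617/671 nm · Benchmarks – high control biotin, low control 0.6% DMSO · Format – 1536-well plates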
KKLEB cytotox = counter-screen for CF NF-kB inhibitors: cytotoxicity; 0.36% of 360,000 active; KKLEB CF airway cells viability, ATPlite luminescence, overnight; hits give low values; cells stimulated with P. aeruginosa culture filtrate; activity change (cytotoxicity), % at 5 µM; AID 602141;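 active = corrected activity change at or below -50% at 5 µM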
NR2E3 ag-2 = activates human NR2E3 receptor | Q9Y5X4 | CHO-S Gal4-NCOR/VP16-NR2E3 two-hybrid, luciferase | inhibition of corepressor binding, % at 3.98 µM | 0.35% of 360,000 active | AID 602229;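 active = inhibition above the mean of all tested compounds plus 3 SD, cut at about 70% in these data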;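 also: 0% = DMSO with NR2E3 transfected cells and 100% = cells lacking NR2E3 construct; higher means lower luciferase signal from less NR2E3 corepressor binding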
HIF-2a block = inhibitors of HIF-2a. 786-0 RCC cells HIF-2a reporter, luciferase luminescence, overnight. inhibition, % at 18.8 µM. 0.72% of 360,000 active. AID 624352;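 active = inhibition of the luminescence signal of 40% or more relative to plate controls, in a single-dose primary screen at 18.75 µM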
hiPSC survival = hiPSC single-cell survival enhancement; ATPlite luminescence; 100% = ROCK inhibitor wells, 0% = DMSO; survival enhancement, % at 20 µM; 0.044% of 360,000 active; in the data active = survival enhancement above about 18%;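 also: cells exposed to compounds for 16 hours before the ATP read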
An asterisk follows results filed as active; nt = not tested or not shown.

SMILES | Peg3 promoter | Shn3 3UTR inh | TRPM1 prom inh | CF NFkB block | aDG glyco act | TWEAK Fn14 block | NR2E3 ag-1 | KKLEB cytotox | NR2E3 ag-2 | HIF-2a block | hiPSC survival
CC(C)CCNC(=O)C(=O)Nc1ccccc1 | -239 | -59 | -80 | -9 | -0.1 | -6 | 0 | 4 | -95 | -227 | 0.8
Cn1c(=O)n(C)c2cc([N+](=O)[O-])c(N3CCN(C(=O)c4ccc(Cl)cc4)CC3)cc21 | 16 | 40 | 6 | 2 | 0.5 | 13 | 0 | -8 | -13 | 19 | 0.8
CCOC(=O)c1ccc(NC(=O)NC(C)C2CCCO2)cc1 (centres undefined) | -45 | -45 | -18 | 7 | -0.2 | -11 | 1 | 9 | -27 | -21 | -0.7
COc1ccc(S(=O)(=O)N2CCCN(CC(=O)C(C)(C)C)CC2)cc1 | 8 | -9 | -8 | -2 | -0.1 | 0 | 6 | 12 | -14 | 16 | 4.4
Cc1coc2c1c(C)cc1oc(=O)c(CC(=O)NCC(=O)N[C@H](C(=O)O)C(C)C)c(C)c12 | -3 | 11 | 11 | -6 | -0.1 | -3 | 1 | 7 | -16 | 1 | -0.3
CCCCC(=O)NNC(=S)NC(=O)CCC | 10 | 14 | -1 | 5 | -0.1 | 17 | -1 | -5 | -19 | 13 | -1.6
O=S(=O)(c1c(F)cccc1F)C1CCN(S(=O)(=O)c2ccc3c(c2)OCCO3)CC1 | 1 | 11 | 9 | 10 | -0.2 | -13 | nt | -5 | 5 | 13 | 8.2
O=C1C=C(N2CCCCCC2)C(=O)N1c1ccc(Cl)cc1 | -249 | -115 | -83 | -6 | -0.1 | 42 | nt | 9 | -54 | -297 | 0.0
COc1cc(C=O)ccc1OC(=O)c1ccncc1 | 13 | -65 | -2 | -9 | -0.1 | 10 | 8 | -6 | -2 | 15 | 3.9
CC(=O)c1ccccc1OC(=O)c1c(F)cccc1F | 14 | -5 | 2 | -1 | 0.2 | 3 | -1 | 1 | 7 | 19 | -0.4
O=C(O)c1ccccc1C(=O)NNc1ccc(Cl)cc1 | 11 | 0 | -7 | -5 | 0.0 | -12 | 0 | 9 | 37 | 0 | 1.9
Cc1[nH]nc(SCC(=O)N2CCC(C)CC2)c1[N+](=O)[O-] | -20 | -15 | -15 | -10 | 0.2 | 5 | -3 | 6 | -33 | -26 | -0.3
O=C(O)C1(P(=O)(c2ccc(Cl)cc2)c2ccc(Cl)cc2)CCCC1 | -1 | 3 | -27 | -1 | -0.3 | 4 | -1 | 11 | -11 | 15 | 1.8
C=CCSc1nc2c(c(=O)[nH]c(=O)n2C)n1Cc1ccc(C)cc1 | 2 | 40 | -7 | -3 | 0.5 | -18 | 6 | 8 | -5 | -3 | 0.6
CC(O)c1cccc(NC(=O)C2CCCCC2)c1 (centres undefined) | -3 | -30 | -7 | 13 | -0.4 | -5 | -1 | 3 | -9 | 17 | -0.5
Cc1ccc(NC(=S)N(CCCN2CCCC2)Cc2cccn2Cc2ccc(Cl)cc2)cc1C | 102* | -9 | 23 | 51* | 0.7 | 5 | -2 | -43 | 21 | -27 | -0.8
COC(=O)c1ccc(NC(=O)CN2C(=O)CSC2=O)cc1 | 8 | 13 | 3 | -8 | 0.1 | -22 | 2 | 4 | -10 | 0 | -1.3
Nc1ccc(CN2CCCCCC2)cc1 | 6 | -14 | -1 | -7 | -0.1 | -25 | 0 | 6 | 8 | 7 | 0.8
Cc1cc(=O)oc2c(C)c(OCC(=O)N3CCN(c4ccccc4)CC3)ccc12 | -1 | 13 | -23 | 21 | 1.2 | -29 | 4 | -4 | -3 | -7 | 0.1
COC(=O)N1[C@H](C)C=C[C@]1(Cc1ccccc1)C(=O)OC | -7 | -9 | -5 | -29 | 0.0 | 4 | 4 | -3 | -31 | 10 | -1.4
CCOC(=O)c1c(NC(=O)CSc2nnc(Cc3ccccc3)o2)sc(C(C)=O)c1C | 2 | 33 | 2 | -12 | 0.4 | 13 | 32* | 21 | 10 | -33 | 0.1
CC(C)c1ccc2c(c1)C1(NN=C(c3ccccc3)S1)C(=O)N2 (centres undefined) | -65 | 63 | 44 | -2 | 0.1 | 18 | 2 | 4 | -56 | -238 | -4.4
Cc1cc(C)c(NC(=O)COC(=O)CCc2ccc(S(=O)(=O)N3CCCCC3)cc2)c(C)c1 | 1 | -1 | 4 | 9 | -0.1 | -21 | 3 | -2 | 4 | 14 | 1.4
Cn1cc(C(=O)NCCN2CCN(c3cccc(Cl)c3)CC2)c2c3ccccc3n(C)c2c1=O | 43 | -1 | 24 | -5 | 0.7 | 19 | -3 | -20 | 5 | -12 | 2.4
N#Cc1c(-c2ccc(Cl)cc2)n(O)c2ccccc12 | -14 | 25 | 3 | 52* | 0.1 | 64* | nt | -34 | 98* | -92 | 0.3
CN(C)S(=O)(=O)c1cc(NC(=O)CNCCN2CCOCC2)ccc1Cl | 7 | 1 | 0 | -18 | 0.0 | 0 | -1 | 10 | -20 | 9 | 1.7
CC(C)COc1ccc(CN=C(N)N=C(N)N)cc1Cl | 17 | -7 | -2 | 15 | 0.0 | 11 | -1 | -28 | -17 | 10 | -2.2
COc1ccc(CCNC(=S)N2CCC(C(=O)c3ccc(F)cc3)CC2)cc1OC | 20 | 20 | 17 | 7 | 1.5 | 34 | 0 | -5 | 6 | 11 | -0.9
C=CCn1c(N)c(C(=O)OCC(C)C)c2nc3ccccc3nc21 | 14 | -8 | 8 | 2 | 0.8 | 25 | nt | -19 | -17 | -5 | -0.4
O=c1c2ccccc2cnn1Cc1cccc(Br)c1 | 7 | 11 | -11 | 2 | 0.4 | 8 | 1 | 6 | -22 | -14 | 0.2
CC(C)(C)CC(=O)Nc1nnc(SCC(=O)NC2CCCCC2)s1 | 11 | 8 | 3 | 4 | 0.1 | 21 | 3 | -3 | 9 | 3 | -0.6
Cc1c(Cl)cccc1N(CC(=O)NC(C)c1ccccc1)S(C)(=O)=O (centres undefined) | 4 | -3 | -15 | 12 | -0.1 | -13 | 0 | 0 | -10 | 22 | -0.5
O=C(CC1(O)C(=O)Nc2ccccc21)c1ccc(-n2cccc2)cc1 (centres undefined) | -11 | -11 | -21 | -5 | 1.2 | -5 | -1 | 3 | -28 | -36 | -0.8
Cc1cccc(N2CCN(C(=O)c3oc4ccc(Br)cc4c3C)CC2)c1C | -23 | 0 | -1 | 6 | -0.1 | -9 | nt | -2 | -10 | -20 | 0.2
Cc1ccc(C)c(N2CCN(C(=O)C3CCCCN3S(=O)(=O)c3ccc(F)cc3)CC2)c1 (centres undefined) | 25 | 23 | -6 | 20 | -0.2 | 18 | 2 | -10 | -28 | 7 | -2.0
COc1ccc(-c2nnc(N(C)C(=O)c3ccco3)s2)cc1OC | -108 | -32 | -19 | -3 | 0.3 | -11 | 2 | 7 | 13 | -51 | -0.4
COc1ccc(NC(=O)CCN2C(=O)c3ccncc3C2=O)cc1OC | -1 | -23 | 10 | -10 | 0.1 | 9 | -4 | -2 | -8 | 3 | -0.2
COc1ccc(/C=C(/CC(=O)Nc2ccc(C)cc2)c2nc3ccccc3s2)cc1 | -31 | 8 | -4 | 8 | -0.3 | 10 | 1 | -6 | -22 | -63 | 0.1
COC(=O)c1ccc(SC2CCCCC2)c([N+](=O)[O-])c1 | 2 | -2 | -5 | -9 | -0.3 | 8 | -1 | 0 | 12 | 6 | 0.0
CCCn1c(N)c(C(=O)CSc2nc(N)cc(=O)[nH]2)c(=O)n(C)c1=O | 3 | 10 | 3 | -1 | 0.1 | 5 | 1 | 8 | 0 | 11 | -0.1

5 entries drawn at random from those above:
SMILES | Peg3 promoter | Shn3 3UTR inh | TRPM1 prom inh | CF NFkB block | aDG glyco act | TWEAK Fn14 block | NR2E3 ag-1 | KKLEB cytotox | NR2E3 ag-2 | HIF-2a block | hiPSC survival
COc1ccc(S(=O)(=O)N2CCCN(CC(=O)C(C)(C)C)CC2)cc1 | 8 | -9 | -8 | -2 | -0.1 | 0 | 6 | 12 | -14 | 16 | 4.4
Cc1[nH]nc(SCC(=O)N2CCC(C)CC2)c1[N+](=O)[O-] | -20 | -15 | -15 | -10 | 0.2 | 5 | -3 | 6 | -33 | -26 | -0.3
CCCn1c(N)c(C(=O)CSc2nc(N)cc(=O)[nH]2)c(=O)n(C)c1=O | 3 | 10 | 3 | -1 | 0.1 | 5 | 1 | 8 | 0 | 11 | -0.1
O=c1c2ccccc2cnn1Cc1cccc(Br)c1 | 7 | 11 | -11 | 2 | 0.4 | 8 | 1 | 6 | -22 | -14 | 0.2
CC(C)(C)CC(=O)Nc1nnc(SCC(=O)NC2CCCCC2)s1 | 11 | 8 | 3 | 4 | 0.1 | 21 | 3 | -3 | 9 | 3 | -0.6

New compounds follow:
SMILES | Peg3 promoter | Shn3 3UTR inh | TRPM1 prom inh | CF NFkB block | aDG glyco act | TWEAK Fn14 block | NR2E3 ag-1 | KKLEB cytotox | NR2E3 ag-2 | HIF-2a block | hiPSC survival
CCOC(=O)C1CCN(C(=O)CSc2ccc(Br)cc2)CC1 | 12 | -5 | 7 | 0 | -0.3 | -9 | -4 | 13 | -7 | 10 | -0.9
O=S(=O)(c1ccc(Cl)cc1)N1CCCCCC1 | 10 | 6 | -5 | 14 | -0.1 | 4 | 2 | 2 | -28 | 15 | 0.5
Fc1cccc(Cl)c1Cn1nnc2c(NCc3ccncc3)ncnc21 | 25 | 47 | 10 | 2 | 0.8 | 16 | 2 | -8 | 14 | 17 | -0.2
CCOC(=O)Cc1ncccc1C(=O)Nc1ccc(OC(F)(F)F)cc1 | 5 | 7 | 14 | 6 | -0.3 | -8 | 4 | 2 | -7 | 16 | -0.6
CCOC(=O)CN(C(=O)c1snc(C(N)=O)c1N)C(C(=O)NCCC(C)C)c1ccc(C)cc1 (centres undefined) | 0 | -8 | nt | 0 | 0.1 | 16 | nt | -8 | -9 | 1 | -3.3
COc1cc2ncc(S(=O)(=O)c3ccccc3)c(N3CCC4(CC3)OCCO4)c2cc1OC | 24 | 43 | 19 | 17 | -0.6 | -10 | 4 | 6 | 9 | 40* | -1.3
COc1cc(C)c(NC(=S)Nc2cccc(Cl)c2C)cc1OC | 12 | 2 | -7 | 4 | 0.1 | 11 | 2 | -13 | -38 | 23 | 0.1
Cn1ncc(Br)c1C(=O)N1CCCCCC1 | 4 | -3 | -5 | -5 | -0.4 | 5 | 0 | -16 | 3 | 5 | -0.5
CC(C)Oc1ccc(F)cc1-c1cc(C(=O)NCc2ccc(F)cc2)[nH]n1 | 20 | -31 | nt | -22 | 0.3 | 13 | nt | -14 | -8 | 16 | -2.7
